Statin myotox sup – protects C2C12 myotubes from simvastatin toxicity; ATP luminescence, 48 h; scaled: DMSO 0, geranylgeraniol control 100; rescue of ATP level, % at 7.49 µM; 0.78% of 330,000 active;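 active means mean ATP rescue above about 67%, or every replicate alone reaching that limit, limit read from the data, passing the limit was not always enough; inconclusive means no clear call, values can overlap the other calls; inactive means mean under the limit and some replicate under it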;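 further: myotubes were challenged with 10 µM simvastatin during compound exposure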
PglD inh – PglD (C. jejuni) enzyme inhibition; inhibition, % at 12.5 µM; purified PglD enzyme, DTNB colorimetric CoA detection; AID 602405; 0.098% of 360,000 active; in the data active means inhibition above about 16%, passing the limit was not always enough; inconclusive means no clear call, values can overlap the other calls; further: strong numbers were not always called active
SIRT5 inh – inhibitors of human sirtuin-5 desuccinylase; Q9NXA8; Purified SirT5, succinyl-peptide AMC, trypsin-coupled fluorescence; inhibition, % at 15 µM; 1.1% of 330,000 active; in the data active means inhibition above about 15%; inconclusive means no clear call, values can overlap the other calls
Target sequence (Q9NXA8 whole entry, looked up): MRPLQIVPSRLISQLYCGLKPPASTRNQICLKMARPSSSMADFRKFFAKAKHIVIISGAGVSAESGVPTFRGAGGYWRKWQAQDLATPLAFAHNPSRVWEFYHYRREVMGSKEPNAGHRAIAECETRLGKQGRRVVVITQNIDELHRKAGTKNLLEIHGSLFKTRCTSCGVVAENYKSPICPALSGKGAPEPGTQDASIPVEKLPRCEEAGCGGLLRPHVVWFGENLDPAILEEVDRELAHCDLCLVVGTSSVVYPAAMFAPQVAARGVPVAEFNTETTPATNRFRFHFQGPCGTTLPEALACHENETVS
E-sel inducer – induces E-selectin expression in human endothelial cells; P16581; HUVEC E-selectin immunofluorescence imaging; normalized: neutral wells 0, TNF-alpha wells 100; activation, % at 7.58 µM; 0.37% of 260,000 active;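 active means mean E-selectin-positive cell signal at least 10% of the positive control, reached in at least 60% of replicates, without over 20% cell loss; inconclusive means no rule given, readout overlaps actives, possibly toxicity-flagged; inactive means the rest, including those meeting only one limit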;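 further: in these data hits start at about 27%; measured in HUVEC primary endothelial cells; signal is the percent of cells scored E-selectin positive by PE staining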
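Assay system: HUVEC primary endothelial cells. Input: 3,000 HUVEC seeded per well. Doses: one compound dose added by pin transfer. Read-out basis: % PE-positive cells. Benchmarks: TNF-alpha high, DMSO low. Detection: immunofluorescence imaging. Buffer or medium: EGM-2, gelatin.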
ERp5 inh – blocks human ERp5 reductase activity on insulin; Q15084; ERp5 insulin aggregation, absorbance 650 nm, 90 min; inhibition, % at 9.99 µM; 0.05% of 350,000 active; AID 651711;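 active means mean replicate inhibition above about 25%, with every replicate also reaching it, limit read from the data, passing the limit was not always enough; inconclusive means only one of those two criteria met; inactive means neither criterion met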
Target sequence (Q15084 whole entry, looked up): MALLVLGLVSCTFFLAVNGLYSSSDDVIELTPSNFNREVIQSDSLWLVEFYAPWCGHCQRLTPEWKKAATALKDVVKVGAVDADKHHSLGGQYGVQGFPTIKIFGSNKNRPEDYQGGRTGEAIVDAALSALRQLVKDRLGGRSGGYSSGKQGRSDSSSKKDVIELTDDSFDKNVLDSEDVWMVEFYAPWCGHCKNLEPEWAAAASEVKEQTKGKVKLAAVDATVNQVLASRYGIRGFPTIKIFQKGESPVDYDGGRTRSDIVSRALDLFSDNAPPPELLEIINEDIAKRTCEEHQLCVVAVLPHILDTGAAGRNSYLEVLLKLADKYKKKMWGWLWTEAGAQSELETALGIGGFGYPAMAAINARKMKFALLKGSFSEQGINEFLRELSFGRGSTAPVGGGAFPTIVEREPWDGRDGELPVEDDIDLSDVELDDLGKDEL
DENV2 CPE – inhibitors of DENV2 cytopathic effect; DENV2-infected cells, cytopathic effect rescue, plate reader; CPE inhibition, % at 9.99 µM; 1.7% of 350,000 active; in the data active means CPE inhibition above about 20%, passing the limit was not always enough; inconclusive means no clear call, values can overlap the other calls; tested in BHK-21 cells;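 further: 0% = median of neutral control wells and 100% = median of positive control wells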
S100A4 MyoIIA – blocks human S100A4 binding to myosin IIA peptide; P26447; S100A4/TAMRA-MyoIIA peptide fluorescence polarization; inhibition, % at 10.7 µM; 0.14% of 360,000 active;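 active means mean inhibition of at least 70% across replicates, with every replicate also reaching that level; inconclusive means mean inhibition reaches 70% but some replicates fall short; inactive means mean inhibition below 70%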
Target sequence (P26447 whole entry, looked up): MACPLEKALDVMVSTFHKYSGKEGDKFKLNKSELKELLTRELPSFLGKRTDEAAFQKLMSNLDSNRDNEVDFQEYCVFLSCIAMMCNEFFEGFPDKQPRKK
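Material: S100A4 monomer protein / Buffer or medium: 50 mM HEPES pH 7.2, 10 mM CaCl2, 100 mM KCl / Times: 5 min incubation before reading / Benchmarks: neutral control DMSO, positive control TFP / Reagent: labelled myosin peptide probe, 5 nM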
* marks the source's active call; other numbers are inactive results; ? = inconclusive; / = no result given. The list is partial; the hit share may differ from the screen's.

#	SMILES	ERp5 inh	Statin myotox sup	S100A4 MyoIIA	DENV2 CPE	E-sel inducer	SIRT5 inh	PglD inh
1	Cc1ccc(-n2ncc(-c3nn[nH]n3)c2N)cc1	0	/	-2	-7	1.9	-3	0
2	C[C@H]1CN([C@@H](C)CO)C(=O)c2cc(/C=C/c3ccccc3)cnc2O[C@@H]1CN(C)S(=O)(=O)c1ccc(F)cc1	-7	20	28	-5	1.3	5	-4
3	CC(C)C[C@H](NC(=O)c1nc[nH]c1C(=O)NC(c1ccccc1)c1ccccc1)C(=O)OCc1ccccc1	2	-4	3	?	-0.1	-2	0
4	COc1ccc(NC(=O)Nc2ccc3c(c2)C(=O)N([C@@H](C)CO)C[C@@H](C)[C@H](CN(C)C(=O)CCC(F)(F)F)OCCCC[C@H](C)O3)cc1	/	/	/	-15	0.0	/	-2
5	CC(NC(=O)C1(S(=O)(=O)c2ccc(Cl)cc2)CC1)c1ccccc1 (stereo not given)	0	/	5	8	/	-8	/
6	CC1CCN(C(=O)CN2C(=O)NC3(CCC(C)CC3)C2=O)CC1 (stereo not given)	12	15	4	?	/	0	-2
7	CC(C)n1c(=O)c2ccccc2n1Cc1cn(Cc2cccs2)nn1	7	-7	-13	-7	-0.1	-19	7
8	COc1cc(/C=C2\NC(=O)NC2=O)cc(Br)c1OC	0	-2	0	?	/	17*	1
9	CN(C)CC1CCCCC1OC(=O)c1ccc(Br)cc1 (stereo not given)	3	/	2	4	-3.5	5	/
10	O=C(CSc1nc2ccccc2s1)Nc1cc(S(=O)(=O)N2CCOCC2)ccc1O	4	/	7	2	-0.2	1	/

Reformatted with values under each structure: entries from further up
Sequence of screens: ERp5 inh	Statin myotox sup	S100A4 MyoIIA	DENV2 CPE	E-sel inducer	SIRT5 inh	PglD inh
#10 O=C(CSc1nc2ccccc2s1)Nc1cc(S(=O)(=O)N2CCOCC2)ccc1O
 : 4	/	7	2	-0.2	1	/
#6 CC1CCN(C(=O)CN2C(=O)NC3(CCC(C)CC3)C2=O)CC1 (stereo not given)
 : 12	15	4	?	/	0	-2
#9 CN(C)CC1CCCCC1OC(=O)c1ccc(Br)cc1 (stereo not given)
 : 3	/	2	4	-3.5	5	/

Next section.
#	SMILES	ERp5 inh	Statin myotox sup	S100A4 MyoIIA	DENV2 CPE	E-sel inducer	SIRT5 inh	PglD inh
11	C[C@@H]1CN([C@@H](C)CO)C(=O)c2cc(NS(=O)(=O)c3cn(C)cn3)ccc2O[C@@H](C)CCCCO[C@@H]1CN(C)C(=O)Cc1ccccc1	5	40	-18	63*	0.1	-1	4
12	Cc1ccccc1Nc1nc(N)nc(CSc2n[nH]c(N)n2)n1	7	0	2	/	8.6	-2	/
13	Nc1cc(=O)[nH]c(SCC(=O)NNC(=O)Cc2ccccc2)n1	-14	/	-3	/	/	-5	/
14	CCOC(=O)c1cc(S(=O)(=O)N2CCCC2)cn1C	-4	4	-7	3	/	-2	2
15	OC[C@H]1[C@H](c2ccc(Br)cc2)[C@@H]2CN(Cc3ccccn3)CCCCN12	5	8	0	17	0.0	3	0
16	N#Cc1ccccc1S(=O)(=O)N1CCN(C(=O)[C@@H]2CCCN2C(=O)c2cccs2)CC1	-1	2	-4	-2	/	-7	0
17	O=C(NC1CCCC1)N1CC(=O)N2[C@H](CO)[C@H](c3ccc(-c4cccc(F)c4)cc3)[C@@H]2C1	1	/	-5	-9	0.6	-13	/
18	O=C1c2cccc(-c3ccc(C(F)(F)F)cc3)c2C2CCCCN12 (stereo not given)	8	7	-2	6	0.0	8	5
19	Cc1cc(F)ccc1S(=O)(=O)N1CCCOC1CNC(=O)C(=O)NCc1ccc2c(c1)OCO2 (stereo not given)	-1	9	51	4	/	0	-3
20	COc1ccc(C(=O)N2CCC(C)(C(=O)O)C2)cc1OC (stereo not given)	4	3	3	16	/	/	0
21	COc1ccccc1Cc1c(-c2cccc(Br)c2)nc2c(C)cc(Br)cn12	4	0	-6	5	4.2	19*	4
22	COc1ccc(NC(=O)N(C)C[C@@H]2Oc3c(cccc3N(C)C)C(=O)N([C@H](C)CO)C[C@H]2C)cc1	1	11	-2	-4	/	-6	1
23	Cc1ccc(S(=O)(=O)N(Cc2n[nH]c(=S)n2-c2ccccc2)c2cccc(Cl)c2)cc1	-1	/	1	0	/	1	/
24	CS(=O)(=O)c1cccc(C(=O)N(CCc2ccccc2)Cc2cccs2)c1	1	9	0	7	0.0	-1	2
25	N#CCCN(CCN1CCCC1)S(=O)(=O)c1ccc(-c2ccc([N+](=O)[O-])cc2)cc1	2	-4	0	-6	/	0	/
26	C[C@H]1CN([C@@H](C)CO)C(=O)c2cccc(NC(=O)CCCCCC(=O)Nc3ccccc3N)c2O[C@@H]1CN(C)Cc1ccc(-c2ccccc2)cc1	7	/	-6	-1	0.6	17*	/
27	NNC(=O)C(=O)Nc1ccc(Cl)c(Cl)c1	7	/	5	-12	0.6	-3	8
28	N/C(Cc1nc(-c2ccc(Br)cc2)cs1)=N\O	0	/	-4	-2	8.4	-9	/
29	O=C(Nc1ccc2c(c1)OCO2)c1ccc2c(c1)S(=O)(=O)c1ccccc1C2=O	0	-19	6	6	1.2	-1	2
30	Cc1ccc(OCCC(=O)OCC(=O)Nc2cc(C)cc(C)c2)cc1	-1	-7	-4	-3	-0.1	-1	-2

3 compounds out of the list above, arranged by their value in PglD inh, low to high:
| # | molecule | PglD inh |
| --- | --- | --- |
| 29 | O=C(Nc1ccc2c(c1)OCO2)c1ccc2c(c1)S(=O)(=O)c1ccccc1C2=O | 2 |
| 21 | COc1ccccc1Cc1c(-c2cccc(Br)c2)nc2c(C)cc(Br)cn12 | 4 |
| 27 | NNC(=O)C(=O)Nc1ccc(Cl)c(Cl)c1 | 8 |

(cont.)
#	SMILES	ERp5 inh	Statin myotox sup	S100A4 MyoIIA	DENV2 CPE	E-sel inducer	SIRT5 inh	PglD inh
31	CN1C[C@H]2[C@@H](c3ccccc31)[C@H](CO)N2C(=O)C1CCOCC1	1	4	7	-5	0.6	-3	2
32	O=C(NCC[C@H]1CC[C@H](NC(=O)c2cnccn2)[C@@H](CO)O1)Nc1ccc(Cl)cc1	3	-1	-2	-12	-1.1	1	0
33	OC[C@H]1O[C@@H](c2nc(-c3nc(-c4ccc(F)cc4)no3)cs2)[C@H](O)[C@@H]1O	-3	-13	2	2	/	-3	1
34	COc1ccc(-n2nc([N+](=O)[O-])c(=NCc3ccc4c(c3)OCO4)n2O)cc1	-1	/	1	32*	/	/	-1
35	C/C=C/c1ccc([C@@H]2[C@@H](C#N)N(C(=O)NC3CCCC3)[C@@H]2CO)cc1	3	4	20	4	-0.2	4	0
36	Cc1csc(NC(=O)C2CCCN(S(=O)(=O)c3cccnc3)C2)n1 (stereo not given)	1	-7	9	1	-0.1	/	4
37	CCc1ccc(NSc2ccccc2[N+](=O)[O-])cc1	4	/	-5	-5	/	-1	/
38	O=C(CSc1nnc2ccccn12)Nc1ccc(S(=O)(=O)N2CCOCC2)cc1	5	/	2	/	1.4	/	/
39	N#Cc1c(N)n(-c2ccc(O)cc2)c2nc3ccccc3nc12	1	/	-3	-1	/	6	/
40	COc1ccc(N(CC(=O)Nc2cc(OC)c(OC)cc2C(=O)O)S(=O)(=O)c2c(C)noc2C)cc1	6	11	-13	-2	/	0	0
41	O=C(C[C@H]1C[C@H]2c3cc(NC(=O)c4cccnc4)ccc3O[C@H]2[C@@H](CO)O1)NC1CCCCC1	9	10	-1	-1	0.3	-1	-1
42	Cc1cc(C)c(NC(=O)Cn2nnc(C(=O)Nc3ccc(F)cc3F)c2N)c(C)c1	2	-2	-2	20	/	-1	0
43	CN(C)C(=O)CSc1n[nH]c(=O)n1CCc1ccccc1	2	-6	-12	0	0.1	-1	2
44	CC(C)CC#Cc1cnc2c(c1)C(=O)N([C@@H](C)CO)C[C@@H](C)[C@@H](CN(C)C(=O)c1ccccc1F)O2	-2	3	6	-5	0.1	-1	8
45	COc1ccc(NC(=O)CSc2nnc(N)n2CC(=O)Nc2ccc(OC)cc2)cc1	0	5	-5	-6	1.0	0	5
46	CCc1nc(SCC(=O)N2CCCC2)c2ccccc2n1	0	-3	4	-2	/	0	4
47	Cc1nn(CCOc2ccccc2)c(=O)n1-c1c(F)cccc1F	9	-13	1	/	-1.3	4	1
48	COc1ccc(S(=O)(=O)Nc2ccc3c(c2)CC(=O)N([C@H](C)CO)C[C@@H](C)[C@@H](CN(C)CC2CCCCC2)O3)cc1	2	10	31	-2	-0.1	7	0
49	C[C@@H]1CN([C@H](C)CO)C(=O)c2cc(NC(=O)CCCCCC(=O)Nc3ccccc3N)ccc2O[C@@H]1CN(C)S(=O)(=O)c1ccccc1	1	/	3	-9	-0.3	/	/
50	Cc1ccc(S(=O)(=O)Nc2cc3c(C(=O)O)c(C)oc3c3ccccc23)c(C)c1	4	-25	-20	-1	0.8	-4	-7
51	COc1cc(/C=N/NC(=O)c2cccc(S(=O)(=O)N3CCCC3)c2)cc(OC)c1O	0	-4	10	5	/	-3	/
52	CCOC(=O)c1c(C)[nH]c(C(=O)CN2C(=O)NC3(CCCC3)C2=O)c1C	3	/	-6	-2	/	2	/
53	C[C@@H](O)C#Cc1ccc([C@H]2[C@H](CO)N3CCCCN(C(=O)c4cccc(F)c4)C[C@@H]23)cc1	-1	-11	0	1	-0.1	0	-1
54	Cc1oncc1C(=O)Nc1cccc2ccccc12	7	1	3	9	-0.1	0	7
55	Cc1cc(C)n(C(=O)c2cc(F)c(F)cc2C)n1	3	/	-4	-1	/	-2	/
56	Cn1cccc1Cc1nnc(SCC(=O)NCC2CCCO2)n1C (stereo not given)	2	/	-2	-8	/	1	/
57	COc1ccc(-c2nnc(NC(=O)C3CCCN3S(=O)(=O)c3cccs3)o2)cc1 (stereo not given)	10	3	3	-1	/	6	3
58	COc1ccc(NC(=O)C2CCN(S(=O)(=O)c3cccc4nonc34)CC2)cc1OC	0	-94	1	-4	/	-2	-5
59	Cc1ccnc(NC(=O)CCC(=O)N(CC(=O)NCc2ccccc2)Cc2ccc(F)cc2)c1	-1	-8	-3	-6	/	-1	-4
60	O=C(Cc1ccccc1)N1CC(=O)N2[C@H](C1)[C@H](c1ccc(Br)cc1)[C@@H]2CO	-16	/	-12	19	0.5	-2	/
61	COc1ccc(CCNC(=O)CN(c2cccc([N+](=O)[O-])c2)S(C)(=O)=O)cc1OC	-1	/	0	-5	/	-2	/
62	COC(=O)[C@@H](Cc1ccccc1)NC(=O)Cn1cnc2c(SC)nc(N)nc21	7	3	3	5	/	0	1
